Source: PubChem (several laboratories)
CF NFkB block: inhibitors of PAF-induced NF-kB signaling, primary screen, cell-based, GFP fluorescence, uHTS. KKLEB NF-kB-GFP reporter, GFP fluorescence overnight. inhibition, % at 5 µM. 0.86% of 360,000 active;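 active = at least 50% inhibition at 5 µM, scaled per plate between neutral and stimulator controls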;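 note: PAF is a Pseudomonas aeruginosa culture filtrate used as stimulus; plate controls were PAF-stimulated DMSO wells for no effect and unstimulated DMSO wells for full effect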
HIF-2a block: HIF-2a reporter inhibitors, primary screen, luminescence, 786-0 RCC cells; inhibition, % at 18.8 µM; 0.72% of 360,000 active; 786-0 RCC cells HIF-2a reporter, luciferase luminescence, overnight; AID 624352, 2012;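 active = inhibition of the luminescence signal of 40% or more relative to plate controls, in a single-dose primary screen at 18.75 µM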
CaV13 FRET inh: Primary screen for inhibitors of IQ motif and Ca2+-dependent inactivation inhibitor domain binding in CACNA1D, Förster resonance energy transfer in living cells, … | AID 743397 | 0.098% of 340,000 active | inhibition, % at 12.3 µM | HEK cells, CFP/YFP FRET ICDI-IQ, plate reader, 10 min; percent FRET-ratio fall versus neutral wells;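 active = mean replicate inhibition of at least 30% and at least 1% of replicates passing that level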;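 note: 0% = median of the neutral control wells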
PDI inh: inhibitors of human PDI, primary screen, biochemical, turbidity, single point, plate reader; PDI insulin aggregation turbidity, A650, 90 min; Protein disulfide-isomerase (Homo sapiens), P07237; 0.052% of 350,000 active; inhibition, % at 10 µM;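 active = mean inhibition across replicates of 30% or more, whatever share of single replicates reach that level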;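 note: absorbance from insulin aggregation driven by PDI reduction with DTT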
Target sequence (P07237 whole entry, looked up): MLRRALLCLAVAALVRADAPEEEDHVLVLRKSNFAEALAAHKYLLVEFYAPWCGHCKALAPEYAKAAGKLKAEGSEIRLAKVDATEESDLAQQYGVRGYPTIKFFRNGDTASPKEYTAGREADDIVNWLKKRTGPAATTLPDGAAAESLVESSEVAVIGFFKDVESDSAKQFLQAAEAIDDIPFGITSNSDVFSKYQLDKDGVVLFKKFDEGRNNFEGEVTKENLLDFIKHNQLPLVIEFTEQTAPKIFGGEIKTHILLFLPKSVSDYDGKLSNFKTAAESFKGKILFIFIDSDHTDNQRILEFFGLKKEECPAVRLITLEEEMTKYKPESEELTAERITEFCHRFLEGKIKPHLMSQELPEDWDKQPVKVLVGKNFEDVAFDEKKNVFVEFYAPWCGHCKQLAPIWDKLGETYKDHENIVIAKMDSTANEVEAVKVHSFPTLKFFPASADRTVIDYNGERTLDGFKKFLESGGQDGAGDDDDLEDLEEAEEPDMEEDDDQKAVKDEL
Vif inh: HIV Vif self-association inhibitors, primary screen, imaging, HEK293T, single point; inhibition, % at 7.49 µM; HEK293T cells, Vif self-association by quenched fluorescence, 24 h; 0.35% of 340,000 active; in the data active = inhibition above about 50%, passing the limit was not always enough; note: some results filed as inactive read as strong as hits
KKLEB tox: cytotoxicity in KKLEB CF airway cells, primary screen, cytotoxicity control for CF NF-kB inhibitor project, cell-based, uHTS, fluorescence assay plates | activity change (cytotoxicity), % at 5 µM | 0.36% of 360,000 active | KKLEB CF airway cells viability, ATPlite luminescence, overnight; stronger effect = lower value; cells stimulated with P. aeruginosa culture filtrate | AID 602141, 2011;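 active = corrected activity change at or below -50% at 5 µM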
TRPM1 prom inh: inhibitors of MITF-dependent TRPM1 promoter reporter, primary screen, cell-based, SK-MEL-5, single point, luciferase | SK-MEL-5 TRPM1 promoter luciferase, 24 h | inhibition, % at 12.5 µM | 0.83% of 330,000 active | AID 488899, 2010;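 active = mean inhibition across replicates of 60% or more, whatever share of single replicates reaches that level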; note: values of inactives mirror those of a sister screen read the other way
Shn3 inh set2: reduction of Shn3 3'UTR firefly luciferase signal, primary screen, Schnurri-3 inhibitor project, cell-based, Clone20 osteoblasts, set 2; Clone20 osteoblast Shn3 3'UTR firefly luciferase, 24 h; inhibition, % at 12.5 µM; 0.52% of 360,000 active;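 active = mean inhibition of at least 75% with every replicate also reaching 75%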;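 note: 0% = median of neutral control wells and 100% = pilot-screen positive control compound; some compounds past the cut are filed as inactive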
NR2E3 ag-1: NR2E3 agonists in two-hybrid cells, primary screen, cell-based, luminescence, CHO-S, Gal4-NCOR/VP16-NR2E3 | luciferase | inhibition of corepressor binding, % at 3.98 µM | 0.35% of 360,000 active | AID 602229, 2012 | Photoreceptor-specific nuclear receptor (Homo sapiens), Q9Y5X4;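 active = inhibition above the mean of all tested compounds plus 3 SD, cut at about 70% in these data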;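 note: 0% = DMSO with NR2E3 transfected cells and 100% = cells lacking NR2E3 construct; higher means lower luciferase signal from less NR2E3 corepressor binding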
Target sequence (Q9Y5X4 whole entry, looked up, the tested form may be a part): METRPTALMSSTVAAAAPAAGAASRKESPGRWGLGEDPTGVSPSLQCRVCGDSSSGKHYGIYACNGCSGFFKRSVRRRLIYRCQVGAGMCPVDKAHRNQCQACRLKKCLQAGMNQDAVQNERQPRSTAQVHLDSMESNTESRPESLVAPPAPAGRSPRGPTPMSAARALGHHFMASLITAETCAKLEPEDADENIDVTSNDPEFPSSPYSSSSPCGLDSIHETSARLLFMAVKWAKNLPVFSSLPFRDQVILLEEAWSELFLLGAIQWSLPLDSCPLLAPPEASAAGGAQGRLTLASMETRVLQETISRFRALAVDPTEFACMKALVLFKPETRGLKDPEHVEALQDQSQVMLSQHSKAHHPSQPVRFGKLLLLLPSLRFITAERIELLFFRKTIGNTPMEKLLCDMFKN
Peg3 prom inh: Peg3 promoter-driven luciferase inhibitors, primary screen, cell-based, HeLa, luciferase luminescence | HeLa PEG-Prom luciferase reporter, overnight | inhibition, % at 20 µM | 1.7% of 360,000 active;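 active = inhibition of at least 50% at 20 µM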
NR2E3 ag-2: inhibitors of NR2E3-RetCOR corepressor binding, primary screen, NR2E3 agonist project, biochemical, TR-FRET, GST-NR2E3, biotin-RetCOR; 0.12% of 320,000 active; inhibition of corepressor binding, % at 4.78 µM; 1536-well; Photoreceptor-specific nuclear receptor (Homo sapiens), Q9Y5X4; AID 2300, 2010;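 active = percent inhibition above the cutoff of mean plus 3 SD of all tested compounds, set per screening campaign, cut at about 20% in these data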;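 note: 0% = DMSO wells and 100% = biotin wells as full block of FRET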
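System: GST-tagged NR2E3 plus biotinylated RetCOR corepressor; Amount: 1.35 nM GST-tagged NR2E3 final; Dosing: single nominal compound dose of 4.8 µM; Schedule: 5 h incubation at 4 °C; Technique: TR-FRET with europium anti-GST and streptavidin-D2, 340 nm excitation; Controls: biotin wells as high control, 0.6% DMSO wells as low control.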
* = called active by the depositor.

A first look (three entries):
Screening CCC(CC)C(=O)N1N=C(c2ccc(NS(C)(=O)=O)cc2)CC1c1ccccc1 (stereo not drawn) returned CF NFkB block -17, HIF-2a block 12, CaV13 FRET inh -2, PDI inh 1, Vif inh 10, KKLEB tox -6, TRPM1 prom inh -3, Shn3 inh set2 27, NR2E3 ag-1 -1, Peg3 prom inh 14 and NR2E3 ag-2 0.
For O=C1CC(C(=O)Nc2cccc(F)c2)n2c(nc3ccccc32)N1 (stereo not drawn) the results were CF NFkB block -13, HIF-2a block 8, CaV13 FRET inh -6, PDI inh 1, Vif inh -7, KKLEB tox 6, TRPM1 prom inh 2, Shn3 inh set2 4, NR2E3 ag-1 -2, Peg3 prom inh 9 and NR2E3 ag-2 0.
CCCOC(=O)c1c(-c2ccc(OC)cc2)oc2ccc(-c3ccc(OC)nc3)cc12 was read as CF NFkB block -6, HIF-2a block -7, CaV13 FRET inh -10, PDI inh -7, Vif inh -1, KKLEB tox -22, TRPM1 prom inh 43, Shn3 inh set2 14, NR2E3 ag-1 -7, Peg3 prom inh 22 and NR2E3 ag-2 -1.

This part in full, previewed entries included:
Screening CCC(CC)C(=O)N1N=C(c2ccc(NS(C)(=O)=O)cc2)CC1c1ccccc1 (stereo not drawn) returned CF NFkB block -17, HIF-2a block 12, CaV13 FRET inh -2, PDI inh 1, Vif inh 10, KKLEB tox -6, TRPM1 prom inh -3, Shn3 inh set2 27, NR2E3 ag-1 -1, Peg3 prom inh 14 and NR2E3 ag-2 0.
For O=C1CC(C(=O)Nc2cccc(F)c2)n2c(nc3ccccc32)N1 (stereo not drawn) the results were CF NFkB block -13, HIF-2a block 8, CaV13 FRET inh -6, PDI inh 1, Vif inh -7, KKLEB tox 6, TRPM1 prom inh 2, Shn3 inh set2 4, NR2E3 ag-1 -2, Peg3 prom inh 9 and NR2E3 ag-2 0.
CCCOC(=O)c1c(-c2ccc(OC)cc2)oc2ccc(-c3ccc(OC)nc3)cc12 was read as CF NFkB block -6, HIF-2a block -7, CaV13 FRET inh -10, PDI inh -7, Vif inh -1, KKLEB tox -22, TRPM1 prom inh 43, Shn3 inh set2 14, NR2E3 ag-1 -7, Peg3 prom inh 22 and NR2E3 ag-2 -1.
`O=C1C[C@H]2CCCCC(=O)N3CC[C@@H](C1)[C@@H]23` gave CF NFkB block -5, HIF-2a block 3, CaV13 FRET inh -6, PDI inh 0, Vif inh 4, KKLEB tox 8, TRPM1 prom inh 2, Shn3 inh set2 -14, NR2E3 ag-1 -3 and Peg3 prom inh 7.
For COc1ccc(C(=O)c2c[nH]c(C(=O)N=CN(C)C)c2)cc1 the results were CF NFkB block -7, HIF-2a block -46, CaV13 FRET inh -1, PDI inh 4, Vif inh -1, KKLEB tox 16, TRPM1 prom inh -12, Shn3 inh set2 -30, NR2E3 ag-1 -9, Peg3 prom inh -25 and NR2E3 ag-2 -1.
O=C(Nc1ccc(N2CCCC2=O)cc1)c1cncc(Br)c1 was read as CF NFkB block 39, HIF-2a block -48, CaV13 FRET inh -4, PDI inh -1, KKLEB tox -2, TRPM1 prom inh -111, Shn3 inh set2 -30, NR2E3 ag-1 -19, Peg3 prom inh -153 and NR2E3 ag-2 4.
`Clc1ccc(Cc2ccc(Cl)nn2)c(Cl)c1` gave CF NFkB block -22, HIF-2a block 14, CaV13 FRET inh -6, PDI inh -2, Vif inh -1, KKLEB tox -4, TRPM1 prom inh 8, Shn3 inh set2 30, NR2E3 ag-1 -16, Peg3 prom inh 18 and NR2E3 ag-2 -2.
For O=C(CCCc1cccs1)Nc1ccc2c(c1)OCO2 the results were CF NFkB block -3, HIF-2a block -232, CaV13 FRET inh -11, PDI inh 1, Vif inh 1, KKLEB tox 1, TRPM1 prom inh -38, Shn3 inh set2 -140, NR2E3 ag-1 3, Peg3 prom inh -268 and NR2E3 ag-2 1.
`C/C(=N\NC(=O)c1nnn(-c2nonc2N)c1CN1CCC(C)CC1)c1ccc(Br)cc1` gave CF NFkB block 12, HIF-2a block 3, CaV13 FRET inh -5, PDI inh -3, Vif inh 3, KKLEB tox -2, Shn3 inh set2 6, NR2E3 ag-1 -16 and Peg3 prom inh 6.
`COc1ccc(NC(=O)[C@H](COCc2ccccc2)NC(=O)OC(C)(C)C)cc1` gave CF NFkB block -5, HIF-2a block 8, CaV13 FRET inh -5, PDI inh 5, Vif inh 4, KKLEB tox -8, TRPM1 prom inh -1, Shn3 inh set2 21, NR2E3 ag-1 4, Peg3 prom inh 2 and NR2E3 ag-2 0.
NC(=O)c1ncn([C@@H]2O[C@H](CNCc3ccc(-c4cc(C(F)(F)F)ccc4Cl)o3)[C@@H](O)[C@H]2O)n1 was read as CF NFkB block -4, HIF-2a block 10, CaV13 FRET inh -10, PDI inh 1, KKLEB tox 6, TRPM1 prom inh -9, Shn3 inh set2 5, NR2E3 ag-1 -22 and Peg3 prom inh 19.
Screening CC1CCCN(C(=O)c2ccc(Br)c(S(=O)(=O)N3CCOCC3)c2)C1 (stereo not drawn) returned CF NFkB block 6, HIF-2a block 11, CaV13 FRET inh -5, PDI inh -3, Vif inh 0, KKLEB tox -2, TRPM1 prom inh -10, Shn3 inh set2 -1, NR2E3 ag-1 -21, Peg3 prom inh 2 and NR2E3 ag-2 3.
For Cc1ccc(OCCN2C(=O)c3ccccc3C2=O)cc1 the results were CF NFkB block -21, HIF-2a block -179, CaV13 FRET inh -6, PDI inh -1, Vif inh -2, KKLEB tox -3, TRPM1 prom inh -13, Shn3 inh set2 -99, NR2E3 ag-1 -33, Peg3 prom inh -64 and NR2E3 ag-2 -3.
For O=C1CC2(CCCCC2)Oc2ccc(Cl)cc21 the results were CF NFkB block 4, HIF-2a block 7, CaV13 FRET inh -9, PDI inh -4, Vif inh 27, KKLEB tox 19, TRPM1 prom inh 2, Shn3 inh set2 1, NR2E3 ag-1 -21, Peg3 prom inh -6 and NR2E3 ag-2 -1.
Screening Cc1ccc(CSCCC(=O)NCCc2ccc(Cl)cc2)cc1 returned CF NFkB block -7, HIF-2a block -1, CaV13 FRET inh -19, PDI inh 4, Vif inh -1, KKLEB tox -4, TRPM1 prom inh -3, Shn3 inh set2 -19, NR2E3 ag-1 -10, Peg3 prom inh 2 and NR2E3 ag-2 -2.
`COC(=O)C(C(=O)Nc1cc(C)on1)C1CCCCCC1` (stereo not drawn) gave CF NFkB block 2, HIF-2a block 4, CaV13 FRET inh -5, PDI inh -2, Vif inh -1, KKLEB tox 2, TRPM1 prom inh 10, Shn3 inh set2 -3, NR2E3 ag-1 -25, Peg3 prom inh 27 and NR2E3 ag-2 3.
For O=C(Nc1ccccc1Oc1ccccc1)c1cccc([N+](=O)[O-])c1 the results were CF NFkB block -3, HIF-2a block 12, CaV13 FRET inh -7, PDI inh -2, Vif inh -14, KKLEB tox -2, TRPM1 prom inh 10, Shn3 inh set2 7, NR2E3 ag-1 5, Peg3 prom inh 16 and NR2E3 ag-2 -1.
Clc1ccc(CN2CCN(/N=C/c3ccco3)CC2)cc1 was read as CF NFkB block -14, HIF-2a block -18, CaV13 FRET inh -4, PDI inh 3, Vif inh 4, KKLEB tox 11, TRPM1 prom inh -9, Shn3 inh set2 16, NR2E3 ag-1 -7, Peg3 prom inh -22 and NR2E3 ag-2 3.
CN(CCc1ccccc1)C(C(=O)Nc1ccc2c(c1)OCCO2)c1ccnc2ccccc12 (stereo not drawn) was read as CF NFkB block 23, HIF-2a block -116, Vif inh 3, KKLEB tox -24, Shn3 inh set2 17, NR2E3 ag-1 -32 and Peg3 prom inh -91.
`COC(=O)CN1C(=O)COc2ccc(S(=O)(=O)NCc3ccc(Cl)cc3)cc21` gave CF NFkB block -8, HIF-2a block 3, CaV13 FRET inh -3, PDI inh 12, Vif inh 3, KKLEB tox 8, TRPM1 prom inh -7, Shn3 inh set2 -25, NR2E3 ag-1 3, Peg3 prom inh 8 and NR2E3 ag-2 2.
For O=C(CNc1ccccc1)N/N=C/c1cc([N+](=O)[O-])ccc1N1CCCC1 the results were CF NFkB block 3, HIF-2a block 11, PDI inh -1, Vif inh -1, KKLEB tox 4, TRPM1 prom inh 4, Shn3 inh set2 -8, NR2E3 ag-1 15, Peg3 prom inh 11 and NR2E3 ag-2 2.
CC1(C(=O)Nc2ccc(F)cc2F)CCN1C(=O)CCC1CCCC1 (stereo not drawn) was read as CF NFkB block -6, HIF-2a block 16, CaV13 FRET inh -13, PDI inh 4, Vif inh -11, KKLEB tox -1, Shn3 inh set2 -3, NR2E3 ag-1 7 and Peg3 prom inh 11.
For CN1CCN(C(=O)c2ccc(S(=O)(=O)Nc3ccccc3)cc2)CC1 the results were CF NFkB block 16, HIF-2a block 12, CaV13 FRET inh -3, PDI inh 1, Vif inh 3, KKLEB tox 17, TRPM1 prom inh 0, Shn3 inh set2 -22, NR2E3 ag-1 24, Peg3 prom inh 0 and NR2E3 ag-2 -2.
Screening Cc1ccc(C(CNC(=O)C(=O)Nc2ccc3c(c2)OCCO3)N2CCN(C)CC2)cc1 (stereo not drawn) returned CF NFkB block 1, HIF-2a block 9, CaV13 FRET inh -2, PDI inh 6, Vif inh -5, KKLEB tox 6, TRPM1 prom inh 3, Shn3 inh set2 -2, NR2E3 ag-1 1, Peg3 prom inh -26 and NR2E3 ag-2 3.
COc1ccc(NC(=O)CSc2n[nH]c(=O)n2C2CC2)cc1OC was read as CF NFkB block -13, HIF-2a block 17, CaV13 FRET inh -4, PDI inh 2, Vif inh 13, KKLEB tox 14, TRPM1 prom inh -2, Shn3 inh set2 -6, NR2E3 ag-1 -3, Peg3 prom inh -1 and NR2E3 ag-2 1.
C=C(C(=O)c1ccccc1)C(CC(=O)c1ccccc1)c1ccccc1 (stereo not drawn) was read as CF NFkB block 52*, HIF-2a block 95*, CaV13 FRET inh -6, PDI inh -1, Vif inh 3, KKLEB tox -55*, TRPM1 prom inh 48, Shn3 inh set2 89*, NR2E3 ag-1 13, Peg3 prom inh 100* and NR2E3 ag-2 2.
For CCOC(=O)N1CCC(NC(=O)CS(=O)Cc2nc(-c3ccc(OC)c(OC)c3)oc2C)CC1 (stereo not drawn) the results were CF NFkB block 13, HIF-2a block 13, CaV13 FRET inh -7, PDI inh -11, Vif inh -1, KKLEB tox 5, TRPM1 prom inh -2, Shn3 inh set2 4, NR2E3 ag-1 -5, Peg3 prom inh -3 and NR2E3 ag-2 5.

Random draw from the library; about 3.3% have a hit in one of these screens.
